# Epigenetic reg = Quantitative High-Throughput Screen for Regulators of Epigenetic Control. murine LDR cells, GFP reporter derepression, 30 h. Potency, µM (top dose mostly 53.9 µM), inactives show top-dose GFP activation, actives largely listed as activators. actives 0.2% (n = 280,000). AID 1865, 2009; also: potency is read from the fitted curve at half-maximal effect; % of control where 0% means no effect; nearly all actives have a fitted effect of over 60% in size
#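 Murine LDR cells bearing a silenced CMV-driven GFP reporter were exposed to compound for 30 h at 37 C. After PBS washes, GFP-positive cells (20-120 um objects) counted by laser-scanning microplate cytometry.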
# CBFb RUNX1 block = qHTS Assay for Compounds Blocking the Interaction Between CBF-beta and RUNX1 for the Treatment of Acute Myeloid Leukemia; AlphaScreen CBFb-His/RUNX1-biotin binding, biochemical; Runt-related transcription factor 1 (Homo sapiens) + Core-binding factor subunit beta …; Potency, µM (highest dose often 59.8 µM), without a hit: at the highest dose activity, negative = inhibition, actives largely listed as inhibitors; 230,000 tested, under 10 active; also: % of control where 0% means no effect
#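 AlphaScreen binding: CBFb-His and RUNX1-biotin (30 nM each) preincubated 20 min, compound added for 15 min, then nickel and streptavidin beads for 90 min, all at room temperature. Disruption of the interaction by any mechanism counts as activity.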
# IMPase Li inh = qHTS Assay for Identifying the Cell-Membrane Permeable IMPase Inhibitors: Potentiation with Lithium; CHO-M1 cells, IP1 TR-FRET (IP-One), carbachol + lithium; Potency, µM (titrated, usually from 59.4 µM), inactives show at the highest dose activity, negative = IMPase inhibition, actives largely listed as inhibitors; actives 0.35% (n = 210,000);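 also: IP1 builds up when IMPase is blocked and the TR-FRET signal falls; potency is read from the fitted curve at half-maximal effect; plate controls were basal vehicle for no effect and high inhibitor control for full effect; nearly all actives have a fitted effect of over 50% in size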
#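 CHO cells stably expressing M1 receptor (2000/well, cultured 16–30 h) treated 30 min at 37C with compound plus low lithium. Cytosolic IP1 by TR-FRET (665/620 ratio and 620 channel) after 10 min lysis; AC50 by Hill fit.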
# HTT aggregate = qHTS Multiplex Assay to Identify Dual Action Probes in a Cell Model of Huntington: Aggregate Formation (GFP). PC12 HttQ103-GFP aggregates, Acumen cytometry, 40 h. Potency, µM (top dose mostly 46.1 µM), for inactives: top-dose activity change, negative = inhibition, most hits filed as inhibitors. actives 1.1% (n = 220,000). AID 1688, 2009; also: potency is read from the fitted curve at half-maximal effect; % is scaled to controls: 0 for no effect and ±100 for the full control effect; nearly all actives have a fitted effect of over 60% in size
#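 Aggregates are detected as GFP objects 1–25 µm with signal 6 STDEV over background in lysates of induced PC12 cells. These carry Huntingtin exon 1 with 103 glutamines fused to GFP under an ecdysone promoter; compounds titrated.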
# NPSR antagonist = qHTS Assay for Antagonists of the Neuropeptide S Receptor: cAMP Signal Transduction; Q6W5P4; CHO-NPSR cells, cAMP TR-FRET, antagonist mode; Potency, µM (top dose mostly 38.3 µM), for inactives: at the highest dose activity change, negative = inhibition, hits mostly inhibitors; actives 1% (n = 220,000); AID 1461, 2008; also: potency is read from the fitted curve at half-maximal effect; % is scaled to controls: 0 for no effect and ±100 for the full control effect; nearly all actives have a fitted effect of over 50% in size; many of its hits are not listed in these tables
# KinaseGlo FLuc = Counterscreen for Luciferase (Kinase-Glo TM) Inhibition. Luciferin 4-monooxygenase (Photuris pensylvanica), Q27757. Kinase-Glo luciferase, ATP luminescence, 8 min. Potency, µM (doses to about 38.3 µM), for the others: at the top dose activity change, negative = inhibition, most hits filed as inhibitors. actives 0.28% (n = 200,000). AID 1379, 2008; also: potency is read from the fitted curve at half-maximal effect; % is scaled to controls: 0 for no effect and ±100 for the full control effect; nearly all actives have a fitted effect of over 60% in size
#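 Substrate mix (final 50 mM imidazole pH 7.2, 50 mM KCl, 7 mM MgCl2, 10 uM ATP, 0.01% Tween 20, 0.05% BSA) plus pin-tool compound, then Kinase-Glo detection mix; 8 min ambient, luminescence read.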
# L3MBTL1 inh = qHTS Assay for the Inhibitors of L3MBTL1; actives 0.66% (n = 230,000); Lethal(3)malignant brain tumor-like protein 1 (Homo sapiens), Q9Y468; Potency, µM (top dose mostly 57.1 µM), for inactives: top-dose activity, negative = inhibition, most hits filed as inhibitors; AlphaScreen L3MBTL1–H3K9me1 peptide binding; also: potency is read from the fitted curve at half-maximal effect; % is scaled to controls: 0 for no effect and ±100 for the full control effect; nearly all actives have a fitted effect of over 60% in size
# Target sequence (Q9Y468 whole entry, looked up): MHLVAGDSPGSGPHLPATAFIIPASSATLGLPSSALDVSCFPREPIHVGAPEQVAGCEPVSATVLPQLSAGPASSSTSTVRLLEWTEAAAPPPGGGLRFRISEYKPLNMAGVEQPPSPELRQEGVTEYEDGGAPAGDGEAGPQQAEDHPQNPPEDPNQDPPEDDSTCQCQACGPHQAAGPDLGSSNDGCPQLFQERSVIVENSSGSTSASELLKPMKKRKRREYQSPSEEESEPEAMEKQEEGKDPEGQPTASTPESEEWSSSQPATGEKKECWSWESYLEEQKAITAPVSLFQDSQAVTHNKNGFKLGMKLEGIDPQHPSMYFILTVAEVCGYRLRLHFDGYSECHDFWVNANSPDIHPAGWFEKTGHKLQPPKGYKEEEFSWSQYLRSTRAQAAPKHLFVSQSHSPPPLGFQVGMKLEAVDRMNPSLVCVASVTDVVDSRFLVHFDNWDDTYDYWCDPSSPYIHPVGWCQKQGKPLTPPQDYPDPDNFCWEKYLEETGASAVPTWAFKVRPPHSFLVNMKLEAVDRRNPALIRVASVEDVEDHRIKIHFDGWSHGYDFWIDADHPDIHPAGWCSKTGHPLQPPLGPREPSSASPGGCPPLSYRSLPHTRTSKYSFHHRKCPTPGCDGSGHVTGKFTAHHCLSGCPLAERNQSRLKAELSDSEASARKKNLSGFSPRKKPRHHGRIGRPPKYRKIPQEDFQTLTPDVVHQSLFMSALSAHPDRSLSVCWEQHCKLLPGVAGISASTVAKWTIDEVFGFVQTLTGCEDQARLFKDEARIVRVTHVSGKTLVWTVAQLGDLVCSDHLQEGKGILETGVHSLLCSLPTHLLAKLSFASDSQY
#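 L3MBTL1 50 nM + b-AHA-H3(1-15)K9me1 75 nM, 30 min RT; compound added, 30 min RT; streptavidin donor/Ni-chelate acceptor beads 10 ug/mL each final, 30 min RT dark; AlphaScreen read.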
# The depositor's hits bear a star; ? = inconclusive; · = not tested or not shown; & = joins results of further samples; [ ] = another dose, or the depositor's remark. Calls follow the shape of the dose curve; as a rule, active = well fitted curve in the direction sought with a large enough effect; inconclusive = small, poorly fitted or top-dose-only effect, or another doubt; inactive = no such curve, though single readings can be large; an effect the other way counts as inactive or inconclusive.
# Values run as follows: Epigenetic reg | CBFb RUNX1 block | IMPase Li inh | HTT aggregate | NPSR antagonist | KinaseGlo FLuc | L3MBTL1 inh
- CCC(=NCC1CCCO1)c1c(O)n(-c2ccc(Cl)cc2)c(=O)[nH]c1=O (centres undefined)
 : 1.2% | 4% | 6%[38.3 µM] | -12% | -1%[46.1 µM] | 4% | -1%
- CCCCC/C=C\C/C=C\C/C=C\C/C=C\CCCC(=O)OCCN
 : 4.8% | ? | 8% | · | · | -2%[39.9 µM] | ·
- CN1CCN(c2ncnc3c2cnn3C)CC1
 : 1.1% | 15% | · | 7%[9.22 µM] | 1% | · | 1%
- CCC(C)N1C(=O)/C(=C\c2cnc(N(C)C)nc2)C(=O)NC1=S (centres undefined)
 : -0.1% | -2% | 10% | 21% | ? | 0% | -5%[11.4 µM]
- CC1CCCCN1CC(=O)c1ccc2cc[nH]c2c1 (centres undefined)
 : 0.7% | -14% | ? | -9% | -13%[46.1 µM] | -4% | ·
- COc1ccc(C2CN(C)CC2C(=O)c2ccc(F)cc2)cc1Cl (centres undefined)
 : -2.2% | -5% | 18% | -11% | -4% | 0% | -25%
- CCOC(=O)C1=C(N)Oc2c(c(=O)oc3ccccc23)C12C(=O)N(C)c1ccccc12 (centres undefined)
 : 0.3% | 4% | -13%[38.3 µM] | -9% | -19%[46.1 µM] | -7% | -3%
- NN=C(N)N
 : -0.1%&-0.1%&-1.3%&5.2% | 4% | -8%&4%&-2%&10% | 2% | -1%&-3%[46.1 µM] | -3%&-2%&-5%&0% | 8%
- COc1ccc2c3c1O[C@H]1[C@@H](O)C=C[C@H]4C(C2)NCCC341 (some centres undefined)
 : 0.8% | 15% | -6% | -6% | · | · | ·
- COc1ccc(NC(=O)c2c(C)nn(Cc3ccccc3Cl)c2Cl)cc1Cl
 : 2.1% | -5% | 7% | 26% | 6% | -3% | 6%
- Nc1c(C(=O)NC2CCCC2)c2nc3ccccc3nc2n1CC1CCCO1 (centres undefined)
 : -1.0% | ? | · | 7% | 13µM* | · | 1%
- COCCCNC(=O)c1c(NC(=O)c2ccco2)n(Cc2ccccc2)c2nc3ccccc3nc12
 : -1.0% | 14% | 14%[38.3 µM] | -11% | 13µM* | -6% | ·
- c1ccc2c(N3CCNCC3)cccc2c1
 : -2.6%&0.0% | 7%&11% | 10%&-14% | · | 1%[46.1 µM] | -5% | ·
- Cc1ccc(-n2c(/C=C/c3ccc4c(c3)OCO4)nc3ccccc3c2=O)cc1
 : 1.1% | 2% | 18% | ? | -36% | -5% | -1%
- CCOC(=O)C(O)(c1cn(C)c2ccccc12)C(F)(F)F (centres undefined)
 : -1.1% | 5% | -9%[38.3 µM] | 11% | -15%[46.1 µM] | -3% | 5%
- CN1CCN(c2ccc([N+](=O)[O-])c(NCc3ccco3)c2)CC1
 : 1.1% | 1% | 1% | -9% | -8% | 4% | -10%
- COc1ccc(CN2CCN(C(=O)COc3cccc(C)c3)CC2)c(OC)c1
 : -1.0% | 2% | 30%[38.3 µM] | -7% | -11%[46.1 µM] | -1% | ·
- COc1ccc(-n2nc(C(F)(F)F)cc2-c2ccc(Cl)cc2)cc1
 : -1.2%&-1.8% | ? | 20%&7% | · | ? | -7% | ·
- C[C@H]1CCC[C@H](O)CCCCCc2cc(O)cc(O)c2C(=O)O1
 : -10% | 12% | 3%[38.3 µM] | -21%&15% | -11%[46.1 µM] | -6% | -6%
- Cn1c(=O)cc(SCC(=O)N2CCC3(CC2)OCCO3)c2ccc(Cl)cc21
 : 1.0% | 0% | -21% | 4% | -11%[46.1 µM] | -3% | 33%[activator]
- CC[n+]1c(/C=C/C=C/c2ccc(N(C)C)cc2)sc2ccccc21
 : 0.0% | -17% | · | ? | ? | · | ?
- O=C(O)C(O)(c1ccccc1)C1CCCC1 (centres undefined)
 : ? | 4% | · | -1% | 4%[46.1 µM] | · | 4%
- O=C(O)C1C2CCC(O2)C1C(=O)NC1CCCCC1 (centres undefined)
 : 5.1% | 6% | 3% | -32% | 2% | -4% | 7%
- Oc1ccc2c3c1O[C@H]1c4c(c5ccccc5n4Cc4ccccc4)C[C@]4(O)[C@H](C2)N(CC2CC2)CC[C@@]314
 : 3.1% | -10%[21.7 µM] | 7% | · | · | 0% | ·
- O=C(CN1CC=C(c2ccccc2)CC1)NC(=O)NC1CCCCC1
 : -0.4% | -2% | -1% | 11% | -6% | · | ·
- CN(C)c1ccc(/C=C2\C(=O)NC(=O)N(Cc3ccc(F)cc3)C2=O)cc1
 : 0.2% | 6% | · | 29%[9.22 µM] | 10% | · | ·
- O=P1(NCCCl)OCCCN1CCCl (centres undefined)
 : 2.4%[16.9 µM] | -3%[21.7 µM] | -2% | 14%[20.6 µM] | · | 0%[17.1 µM] | -3%
- O=c1[nH]c(=O)n(Cc2ccccc2)c(O)c1C=NCCN1CCOCC1
 : -1.0% | 1% | -6%[38.3 µM] | -11% | -6%[46.1 µM] | 2% | ·
- CCn1nc(/C=C/c2ccccc2)nc2c(=O)n(C)c(=O)nc1-2
 : 2.2% | 6% | 8% | 22%[9.22 µM] | 11% | 0% | 6%
- O=C(NC1CN2CCC1CC2)c1cc(Cl)c([N+](=O)[O-])c2nc[nH]c12 (centres undefined)
 : -1.0% | 12% | 1% | 13% | 7% | -3% | -6%

# Part of the list above in order of count of non-hydrogen atoms, high to low.
# Values run as follows: Epigenetic reg | CBFb RUNX1 block | IMPase Li inh | HTT aggregate | NPSR antagonist | KinaseGlo FLuc | L3MBTL1 inh
- CCC(=NCC1CCCO1)c1c(O)n(-c2ccc(Cl)cc2)c(=O)[nH]c1=O (centres undefined)
 : 1.2% | 4% | 6%[38.3 µM] | -12% | -1%[46.1 µM] | 4% | -1%
- CCCCC/C=C\C/C=C\C/C=C\C/C=C\CCCC(=O)OCCN
 : 4.8% | ? | 8% | · | · | -2%[39.9 µM] | ·
- O=C(NC1CN2CCC1CC2)c1cc(Cl)c([N+](=O)[O-])c2nc[nH]c12 (centres undefined)
 : -1.0% | 12% | 1% | 13% | 7% | -3% | -6%
- CN1CCN(c2ccc([N+](=O)[O-])c(NCc3ccco3)c2)CC1
 : 1.1% | 1% | 1% | -9% | -8% | 4% | -10%
- O=P1(NCCCl)OCCCN1CCCl (centres undefined)
 : 2.4%[16.9 µM] | -3%[21.7 µM] | -2% | 14%[20.6 µM] | · | 0%[17.1 µM] | -3%

# Later entries:
# Values run as follows: Epigenetic reg | CBFb RUNX1 block | IMPase Li inh | HTT aggregate | NPSR antagonist | KinaseGlo FLuc | L3MBTL1 inh
- COC(=O)C(O)(c1c[nH]c2ccccc12)C(F)(F)F (centres undefined)
 : 1.3% | -5% | 3%[38.3 µM] | -10% | -3%[46.1 µM] | -1% | -2%
- [O]=[Cd]
 : · | -6%[21.7 µM] | 10% | 0% | · | · | ·
- CCCC/C(=N/O)c1c(C)[nH]c2ccccc12
 : 1.6% | -5% | 7% | 8%[9.22 µM] | -2% | 0% | -6%
- CC(C)N1C(=O)c2ccccc2NS1(=O)=O
 : 1.5% | · | -4% | · | · | 1% | ·
- OC(c1ccccc1)(c1ccccc1)C1CCCN1 (centres undefined)
 : -1.2% | 6% | 8%[38.3 µM] | 6% | -24%[46.1 µM] | -8% | -2%
- Cc1ccc(C(O)(C(=O)NNC(=O)CN2CCN(C)CC2)c2ccc(C)cc2)cc1
 : 1.1% | -3% | -3% | 6% | 10% | 1% | -6%
- Cc1nn(-c2ccccc2)c2c1C(c1ccc3c(c1)OCO3)SCC(=O)N2 (centres undefined)
 : -0.3% | -2% | 8%[38.3 µM] | -5% | -19%[46.1 µM] | -4% | ·
- O[C@H]1CCCC[C@H]1N1CCC(c2ccccc2)CC1
 : 3.1% | 7%&1%[21.7 µM] | 19%&5% | · | · | 1% | ·
- COc1ccc(C=C2C(=O)N(C)C(=O)N(C)C2=O)cc1COc1ccc(NC(C)=O)cc1
 : 1.8% | -1% | · | 9%[9.22 µM] | 27% | · | -8%
- CC(=O)[C@@H]1CC[C@H]2[C@@H]3CC[C@@H]4CC(=O)CC[C@]4(C)[C@H]3CC[C@]12C
 : 1.1% | 12% | 1% | · | · | · | ·
- O=C(Cc1ccccc1)OCCN1CCOCC1
 : 0.0% | -7% | 0% | -11% | 13% | -1% | 9%
- COc1ccc(C(=O)C(Cc2ccccc2)N(C)C)cc1 (centres undefined)
 : 3.7% | 12% | 0% | -25% | -28%[46.1 µM] | 6% | -11%
- Nc1nc(=S)c2ncn([C@H]3O[C@@H](CO)[C@@H](O)[C@@H]3O)c2[nH]1
 : -0.3%[16.9 µM] | 7%[21.7 µM] | -2% | · | · | 0%[17.1 µM] | ·
- Cc1ccc2c(c1)CC1(CN2C)C(=O)NC(=O)N(CCc2ccccc2)C1=O (centres undefined)
 : 1.5% | -1% | 11%[38.3 µM] | 7% | -17%[46.1 µM] | -3% | ·
- CC/C=C\C/C=C\C/C=C\C/C=C\C/C=C\CCCC(=O)NCC(=O)O
 : -0.1% | -8% | 4% | · | · | -1% | ·
- O=C1NC(=O)C(=Cc2cc(Cl)ccc2OCc2ccc(C(=O)O)cc2)C(=O)N1
 : -0.3% | 1% | -3% | -7% | -10% | -7% | ·
- CCOc1cccc(CNC2CN3CCC2CC3)c1 (centres undefined)
 : -1.0% | -1% | 27%[38.3 µM] | 16% | -2%[46.1 µM] | -3% | ·
- CCC(C)N=Cc1c(O)n(-c2ccccc2)c(=O)[nH]c1=O (centres undefined)
 : -1.1% | 1% | 23%[38.3 µM] | 0% | 0%[46.1 µM] | -4% | ·
- O=C1NC(=O)C(CCc2ccncc2)(Cc2cccc(Cl)c2Cl)C(=O)N1c1ccc(Br)cc1 (centres undefined)
 : 1.1% | -8% | 4% | 7% | -50% | 1% | -14%

# Two entries from above, set out differently:
structure,Epigenetic reg,CBFb RUNX1 block,IMPase Li inh,HTT aggregate,NPSR antagonist,KinaseGlo FLuc,L3MBTL1 inh
CC(C)N1C(=O)c2ccccc2NS1(=O)=O,1.5%,·,-4%,·,·,1%,·
OC(c1ccccc1)(c1ccccc1)C1CCCN1 (centres undefined),-1.2%,6%,8%[38.3 µM],6%,-24%[46.1 µM],-8%,-2%

# An excerpt (hit frequency here may not be typical).
